Source: PubChem (several laboratories)
PLCb3 inh = inhibitors of human phospholipase C beta3; AID 720704; inhibition, % at 12.2 µM; Purified PLC-beta3, fluorogenic substrate, fluorescence; actives 0.18% (n = 370,000); in the data active = inhibition above about 11%;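 also: 0% = median of compound wells on plate and 100% = full blocker control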
hcDAF12 agonist = activators of H. contortus DAF-12 nuclear receptor; actives 1.4% (n = 370,000); activation, % at 6.8 µM; HEK293 hcDAF-12 lit1-tk-luc reporter, luminescence; 0% DMSO, 100% Δ7-dafachronic acid; AID 652067;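 active = activation above the mean of all tested compounds plus 3 SD, cut at about 5.5% in these data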;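 also: 100% = response to 3 µM Δ7-dafachronic acid high control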
hgDAF-12 ag = activates the H. glycines DAF-12 receptor ligand-binding domain; HEK293 GAL4-hgDAF12 UAS-luciferase reporter, agonist luminescence; normalized to butyrate control; actives 1.8% (n = 370,000); activation, % at 6.8 µM;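 active = activation above a cutoff set at the mean of all screened compounds plus 3 SD, cut at about 10% in these data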;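 also: 0% = DMSO wells and 100% = sodium butyrate wells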
sPLA2-III inh = Inhibits HGIII-sPLA2 liposome hydrolysis, primary screen. Q9NZ20. QFRET BODIPY PC-A2 liposome hydrolysis, fluorescence. inhibition, % at 12.2 µM. actives 0.56% (n = 370,000). AID 743126;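 active = inhibition above mean plus 3 SD of compounds lying within the high and low control bounds, cut at about 19% in these data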;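 also: 0% = median of test compound wells and 100% = no enzyme DMSO wells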
Target sequence (Q9NZ20 whole entry, looked up): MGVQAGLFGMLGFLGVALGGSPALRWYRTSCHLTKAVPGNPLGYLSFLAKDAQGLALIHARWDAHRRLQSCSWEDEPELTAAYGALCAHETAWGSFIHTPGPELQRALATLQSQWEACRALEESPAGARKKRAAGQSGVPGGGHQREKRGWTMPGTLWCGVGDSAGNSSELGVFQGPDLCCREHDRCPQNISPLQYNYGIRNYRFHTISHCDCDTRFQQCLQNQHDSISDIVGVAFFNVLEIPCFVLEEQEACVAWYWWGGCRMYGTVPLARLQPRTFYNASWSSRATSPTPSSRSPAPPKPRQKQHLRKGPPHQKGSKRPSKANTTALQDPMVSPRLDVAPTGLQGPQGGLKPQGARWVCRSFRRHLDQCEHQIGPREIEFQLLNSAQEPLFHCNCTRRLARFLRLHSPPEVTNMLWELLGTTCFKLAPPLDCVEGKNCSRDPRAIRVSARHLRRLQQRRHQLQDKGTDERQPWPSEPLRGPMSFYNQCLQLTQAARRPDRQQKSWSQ
GAA850 FXN act = activators of GAA850 frataxin (FXN) promoter; actives 0.56% (n = 360,000); HEK293 lucGAA850 FXN promoter luciferase reporter, 24 h; percent of 10 µM SAHA response; activation, % at 6 µM;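 active = activation above the average of all compounds screened plus 3 SD, cutoff fixed separately per campaign, cut at about 7.5% in these data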;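 also: 0% = DMSO wells and 100% = 10 µM SAHA wells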
NR1D1 modulator = modulates human Rev-erb alpha binding to DNA; Rev-erbα–FITC-DNA binding, fluorescence polarization, 90 min; activity, % at 10 µM; actives 0.79% (n = 370,000); AID 1259318;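 active = activity above about 14%, limit read from the data; passing the limit was not always enough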;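 also: 0% = DMSO wells with 35 nM protein and 100% = DMSO wells with 750 nM protein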
DAX1 inh-1 = NR0B1 (DAX1) inhibition | inhibition, % at 6.75 µM | AID 504766 | HEK293 Gal4-DAX1 luciferase reporter, luminescence | actives 0.99% (n = 340,000);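 active = inhibition above the mean over all tested compounds plus 3 SD, cut at about 4.2% in these data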;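 also: 0% = DAX1-transfected cells with DMSO and 100% = empty-vector control cells with DMSO; inhibition shows as a rise in luminescence from relieved DAX1 repression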
Target sequence (P51843 207-470 limits assumed): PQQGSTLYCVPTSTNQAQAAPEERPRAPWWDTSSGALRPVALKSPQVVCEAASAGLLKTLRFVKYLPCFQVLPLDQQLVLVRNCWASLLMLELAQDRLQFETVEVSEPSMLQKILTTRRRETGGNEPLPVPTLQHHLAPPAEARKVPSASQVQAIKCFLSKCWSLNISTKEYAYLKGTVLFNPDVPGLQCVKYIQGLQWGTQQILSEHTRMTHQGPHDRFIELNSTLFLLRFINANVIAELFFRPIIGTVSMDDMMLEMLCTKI
DAX1 inh-2 = blocks DAX1 repression of SF-1 activated StAR promoter | HEK293T StAR-luciferase reporter, SF-1/DAX-1 repression relief | inhibition, % at 6.8 µM | actives 1.1% (n = 370,000) | AID 652010;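 active = inhibition above the mean over all tested compounds plus 3 SD, cut at about 3.6% in these data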;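 also: 0% = DAX-1 cells with DMSO and 100% = cells lacking DAX-1 with DMSO; higher inhibition means more luminescence from relief of DAX-1 repression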
SMARCA2 activ = activators of SMARCA2 function | activation, % at 9.1 µM | actives 1% (n = 370,000) | MG213 cells, MMTV-luciferase reporter, dexamethasone, overnight; in the data active = activation above about 7.8%;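 also: 0% = vehicle wells and 100% = reference activator wells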
PG9 Ab binder = small molecules binding HIV-1 gp120 antibody PG9; AID 624416; inhibition, % at 6.7 µM; actives 0.43% (n = 360,000); TR-FRET gp120-PG9 antibody binding; in the data active = inhibition above about 8.5%
ssDAF12 agonist = activators of S. stercoralis DAF-12 nuclear receptor. HEK293 ssDAF-12/GRIP1 lit1-tk-luc reporter, luminescence; % of 3 µM dafachronic acid response. activation, % at 6.8 µM. actives 1% (n = 370,000). AID 652126;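 active = activation above the mean over all tested compounds plus 3 SD, cut at about 0.9% in these data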;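 also: 0% = DMSO-only wells and 100% = 3 µM delta7-dafachronic acid wells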
An asterisk follows results filed as active; i = inactive; & = joins results of further samples.

Letters – A = PLCb3 inh; B = hcDAF12 agonist; C = hgDAF-12 ag; D = sPLA2-III inh; E = GAA850 FXN act; F = NR1D1 modulator; G = DAX1 inh-1; H = DAX1 inh-2; I = SMARCA2 activ; J = PG9 Ab binder; K = ssDAF12 agonist
CCCN1C2CCCC1CC(NC(=O)c1cccc(Cl)c1)C2 (stereo not drawn)
  A: -9	B: -2.5	C: -1.1	D: 4	E: -1.0	F: -1	G: 2.5	H: -0.1	I: 0	J: -1.0	K: -1.0

CCOC(=O)N1CCC(NC(=O)CN(c2ccc(C(C)C)cc2)S(=O)(=O)c2c(C)nn(C)c2C)CC1
  A: -6	B: 1.8	C: -1.2	D: 6	E: -0.7	F: -1	G: -0.4	H: -0.4	I: 1	J: -0.3	K: -0.9

Cc1ccc(C)c(S(=O)(=O)NCc2ccc(C(=O)N3CCN(C)CC3)cc2)c1
  A: -2	B: -1.4	C: 1.2	D: -3	E: -0.7	F: 1	G: -0.7	H: 0.3	I: -2	J: 0.4	K: -1.5

CCOc1ccc(OCC(=O)Nc2ccc(OC)cc2[N+](=O)[O-])cc1
  A: -1	B: 0.5	C: 1.3	D: 5	E: 0.8	F: 5	G: -0.8	H: -0.5	I: 0	J: 0.8	K: -1.6

O=C(c1ccc(Br)o1)N1CCC(c2nc3ccccc3[nH]2)CC1
  A: -3	B: -1.4	C: 0.5	D: 7	E: 0.5	F: 3	G: -1.2	H: 0.8	I: -2	J: -0.8	K: -1.4

CCOC(=O)c1cc2c(=O)n3ccccc3nc2n(Cc2ccco2)c1=NC(=O)c1ccccc1OCC
  A: i	B: -0.8	C: 3.5	D: 1	E: 1.6	F: -2	G: -0.2	H: 0.3	I: -3	J: 0.7	K: -1.9

Cc1ccc(C(C)C)cc1OCC(=O)Nc1ccc(N2CCCCC2)cc1
  A: -3	B: -0.7	C: 0.3	D: 3	E: 1.0	F: -1	G: -0.8	H: 0.1	I: 5	J: -0.2	K: -1.0

CCOc1cccc2sc(N(CCN(C)C)C(=O)c3ccc(Br)s3)nc12
  A: -4	B: -0.9	C: -0.2	D: 4	E: -1.8	F: 18	G: -1.6	H: 0.0	I: -3	J: -7.7	K: -1.6

CC(C)CCN(C(=S)Nc1cccc(C(F)(F)F)c1)C(C)c1ccccn1 (stereo not drawn)
  A: -7	B: 0.1	C: -0.7	D: 5	E: 3.2	F: 1	G: 4.0	H: -0.2	I: -2	J: -2.5	K: -1.5

Cc1ccccc1NC(=O)COC(=O)c1cccnc1
  A: -5	B: 0.4	C: 0.1	D: 2	E: -0.6	F: -2	G: 0.5	H: -0.7	I: 3	J: 0.9	K: -1.1

COC(=O)c1ccccc1NC(=O)CN1C(=O)NC2(CCCCCCC2)C1=O
  A: -5	B: 0.8	C: 1.5	D: -2	E: 0.8	F: -1	G: -0.2	H: 0.6	I: 1	J: -2.7	K: 0.2

Cc1ccc(-n2nc(C(=O)N3CCOCC3)cc2-c2ccc(Cl)cc2)cc1
  A: 2	B: -1.7	C: -0.1	D: -7	E: -1.8	F: -4	G: 0.8	H: -0.6	I: 1	J: -2.0	K: -1.4

COc1ccc(-c2nc(SC(CC(=O)NCCN3CCOCC3)c3cccs3)n[nH]2)cc1 (stereo not drawn)
  A: -2	B: -2.7	C: -0.7	D: -8	E: 1.0	F: -1	G: 0.1	H: -0.4	I: -2	J: 1.0	K: -1.6

Cc1cc(C(C)(C)C)ccc1OCC(=O)N/N=C\c1c(C)n(C)n(-c2ccccc2)c1=O
  A: -6	B: -1.5	C: -1.5	D: -4	E: -0.2	F: 2	G: 0.2	H: -0.2	I: -1	J: -1.5	K: -1.4

CC(O)c1ccc(-n2cnnn2)cc1 (stereo not drawn)
  A: 2	B: -1.8	C: 0.5	D: 1	E: 0.6	F: 0	G: 0.8	H: 0.0	I: -1	J: -2.0	K: 0.0

Cc1coc2c1c(C)cc1oc(=O)c(Cc3ccccc3)c(C)c12
  A: -6	B: -1.0	C: 1.9	D: -1	E: -2.4	F: 5	G: 0.6	H: -0.8	I: 3	J: -2.1	K: -1.0

CC1(C)S[C@@H]2[C@H](NC(=O)[C@H](N)c3ccccc3)C(=O)N2[C@H]1C(=O)O
  A: -46&-45	B: 0.8&0.2	C: -1.8&2.2	D: -7&-6	E: -0.7&-2.3	F: 8&1&2	G: 0.2&0.6	H: 1.0&-0.2	I: -2&-1	J: -0.3&-0.7	K: -1.5&-1.1

COCCn1c(SCC(=O)Nc2cccc(C(=O)OC)c2)nc2ccccc2c1=O
  A: -1	B: 0.8	C: 0.1	D: 1	E: 2.0	F: -2	G: 1.6	H: -0.4	I: -1	J: 1.2	K: -1.6

CCOCCCNC(=O)NC12CC3CC(CC(C3)C1)C2
  A: 2	B: -0.5	C: 0.0	D: -2	E: 0.5	F: 2	G: 0.6	H: 0.0	I: 0	J: -0.2	K: -2.0

CC(C)c1cc(NCc2ccccn2)n2c(nc3ccccc32)c1C#N
  A: -125	B: 2.1	C: 3.1	D: 1	E: -0.1	F: -1	G: -0.4	H: -1.0	I: -1	J: -0.9	K: -0.8

4 entries from above, reformatted.
COc1ccc(-c2nc(SC(CC(=O)NCCN3CCOCC3)c3cccs3)n[nH]2)cc1 (stereo not drawn)
  PLCb3 inh: -2	hcDAF12 agonist: -2.7	hgDAF-12 ag: -0.7	sPLA2-III inh: -8	GAA850 FXN act: 1.0	NR1D1 modulator: -1	DAX1 inh-1: 0.1	DAX1 inh-2: -0.4	SMARCA2 activ: -2	PG9 Ab binder: 1.0	ssDAF12 agonist: -1.6
Cc1cc(C(C)(C)C)ccc1OCC(=O)N/N=C\c1c(C)n(C)n(-c2ccccc2)c1=O
  PLCb3 inh: -6	hcDAF12 agonist: -1.5	hgDAF-12 ag: -1.5	sPLA2-III inh: -4	GAA850 FXN act: -0.2	NR1D1 modulator: 2	DAX1 inh-1: 0.2	DAX1 inh-2: -0.2	SMARCA2 activ: -1	PG9 Ab binder: -1.5	ssDAF12 agonist: -1.4
CC(O)c1ccc(-n2cnnn2)cc1 (stereo not drawn)
  PLCb3 inh: 2	hcDAF12 agonist: -1.8	hgDAF-12 ag: 0.5	sPLA2-III inh: 1	GAA850 FXN act: 0.6	NR1D1 modulator: 0	DAX1 inh-1: 0.8	DAX1 inh-2: 0.0	SMARCA2 activ: -1	PG9 Ab binder: -2.0	ssDAF12 agonist: 0.0
Cc1coc2c1c(C)cc1oc(=O)c(Cc3ccccc3)c(C)c12
  PLCb3 inh: -6	hcDAF12 agonist: -1.0	hgDAF-12 ag: 1.9	sPLA2-III inh: -1	GAA850 FXN act: -2.4	NR1D1 modulator: 5	DAX1 inh-1: 0.6	DAX1 inh-2: -0.8	SMARCA2 activ: 3	PG9 Ab binder: -2.1	ssDAF12 agonist: -1.0
